# CRE Fsk mod: Cell signaling CRE-BLA (Fsk stim) | CHO CRE-bla reporter (cAMP response element driving beta-lactamase), forskolin EC10, beta-lactamase ratio | Potency, µM (highest dose often 38.2 µM), inactives show at the highest dose activity change, negative = inhibition, most hits filed as activators | hit rate 2.5% among 71,000 | AID 662, 2007; active = well fitted activation curve with a large enough effect in the signal ratio, with a control signal flat, not every such curve was filed as active; inconclusive = small, poorly fitted or top-dose-only effect, or effect the other way, or a change in a side signal; the % refers to the signal ratio; also: potency is read from the fitted curve at half-maximal effect; % of control where 0% means no effect
#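 Modulation of forskolin signalling: compounds in titration series added with EC10 NKH 477 to CHO cells carrying a CRE-driven beta-lactamase reporter, 3 h, 37C. CCF4 FRET ratio (460/530 nm, ex 405 nm) gives %activity and AC50.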
# Epigenetic mod: qHTS Assay for Epigenetic Modulators; mouse C127i GFP locus derepression, cytometry, 30 h; Potency, µM (top dose mostly 46.1 µM), for the others: at the top dose GFP derepression (activation); hit rate 0.09% among 68,000; AID 597, 2007; also: % of control where 0% means no effect
#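 Locus derepression in mouse mammary C127i cells whose integrated CMV-GFP reporter is normally silent; GFP expression after 30 h compound treatment was quantified by counting fluorescent cells.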
# BRCT PPI red: qHTS Assay for Inhibitors of BRCT-Phosphoprotein Interaction (Red Fluorophore). BRCT-phosphopeptide binding, red fluorescence polarization. Potency, µM (series often up to 76.9 µM), without a hit: at the highest dose activity change, negative = inhibition, hits mostly inhibitors. hit rate 0.03% among 75,000. AID 892, 2007; also: % is scaled to controls: 0 for no effect and ±100 for the full control effect
#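 Rhodamine-labelled pBACH1 10-mer (100 nM) bound to BRCT domain (100 nM) at pH 7.3; compounds incubated 12 min room temperature, polarization read. Free peptide defines full inhibition; unlabelled decapeptide titrated as control.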
# Ub-GFP proteasome: Ubiquitin-GFP Assay; Potency, µM (series often up to 45.9 µM), without a hit: top-dose activation (GFP accumulation), usual class: activators; AID 526, 2006; 67,000 tested, under 10 active; Ubiquitin-GFP reporter cells, proteasome inhibition, GFP fluorescence; response scale: untreated = 0%, 10 µM MG-132 = 100%; active = well fitted activation curve with a large enough effect, not every such curve was filed as active; inconclusive = small, poorly fitted or top-dose-only effect, or another doubt; inactive = no such curve, though single readings can be large or run the other way; also: potency is read from the fitted curve at half-maximal effect
#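 Proteasome blockade was scored as a rise in GFP-expressing U2OS cells carrying a ubiquitin(G76V)-GFP construct, imaged after 4 hr compound treatment at 37 °C across a 46 uM–2.9 nM series.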
# Hsp90 Hop PPI: qHTS Assay for Disrupters of an Hsp90 Co-Chaperone Interaction; AlphaScreen TPR2A-His6 binding biotin-Hsp90 C-terminal peptide; Potency, µM (highest dose often 57 µM), for inactives: at the top dose activity change, negative = inhibition; hit rate 0.44% among 71,000; AID 595, 2007; active = well fitted curve in either direction with a large enough effect; inconclusive = small, poorly fitted or top-dose-only effect, or another doubt; also: potency is read from the fitted curve at half-maximal effect; % is scaled to controls: 0 for no effect and ±100 for the full control effect; many of its hits are not listed in these tables
# 15-hLO inh: qHTS Assay for Inhibitors of 15-hLO (15-human lipoxygenase); Polyunsaturated fatty acid lipoxygenase ALOX15 (Homo sapiens), P16050; purified 15hLO-1, xylenol orange hydroperoxide absorbance; Potency, µM (titrated, usually from 57.1 µM), for the others: at the highest dose activity change, negative = inhibition, hits mostly inhibitors; hit rate 1.4% among 74,000; AID 887, 2007; also: potency is read from the fitted curve at half-maximal effect; % is scaled to controls: 0 for no effect and ±100 for the full control effect; nearly all actives have a fitted effect of over 55% in size
# Target sequence (P16050 whole entry, looked up): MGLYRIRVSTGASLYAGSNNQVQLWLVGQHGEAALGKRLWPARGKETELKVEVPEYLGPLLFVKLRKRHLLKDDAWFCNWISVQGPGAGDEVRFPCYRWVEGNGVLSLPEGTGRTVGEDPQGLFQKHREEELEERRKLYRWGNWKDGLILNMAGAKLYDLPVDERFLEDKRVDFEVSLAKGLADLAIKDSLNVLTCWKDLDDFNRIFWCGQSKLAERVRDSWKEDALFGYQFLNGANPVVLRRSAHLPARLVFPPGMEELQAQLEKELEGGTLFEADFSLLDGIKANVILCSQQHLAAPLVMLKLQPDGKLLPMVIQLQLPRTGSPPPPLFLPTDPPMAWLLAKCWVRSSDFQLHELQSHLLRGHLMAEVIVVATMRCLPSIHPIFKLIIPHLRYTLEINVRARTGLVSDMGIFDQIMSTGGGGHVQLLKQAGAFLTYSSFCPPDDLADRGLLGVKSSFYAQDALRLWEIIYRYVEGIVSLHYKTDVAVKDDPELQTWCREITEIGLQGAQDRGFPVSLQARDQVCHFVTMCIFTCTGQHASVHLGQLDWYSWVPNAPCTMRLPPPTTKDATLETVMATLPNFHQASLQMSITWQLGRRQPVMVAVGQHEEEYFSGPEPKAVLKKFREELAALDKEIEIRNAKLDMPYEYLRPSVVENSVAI
#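 Quantitative HTS in 25 mM Hepes pH 7.5 containing 0.01% Triton X-100: human 15hLO-1 at 40 nM, arachidonic acid at 50 uM, 6 min turnover. Product quantified via ferrous oxidation/xylenol orange, 573:405 nm absorbance ratio.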
# 4MU fluor: qHTS Assay for Spectroscopic Profiling in 4-MU Spectral Region | hit rate 11% among 59,000 | max dye-equivalent concentration, M | compound autofluorescence, 340/450 nm, 4-MU equivalents; hits give high values | AID 589, 2007; in the data active = max dye-equivalent concentration above about 10 nM; inconclusive = mostly about 1.1 nM to 9.6 nM
#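 Compounds in 100 mM Tris, pH 8.0, sat 15 min at room temperature before fluorescence was read at 340 nm excitation/450 nm emission; a per-plate six-point 4-MU standard curve converted signals to dye-equivalent concentration at each compound concentration.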
# A350 fluor: qHTS Assay for Spectroscopic Profiling in A350 Spectral Region; Compound autofluorescence, 340/450 nm, Alexa 350 dye-equivalents; hits give high values; max dye-equivalent concentration, M; hit rate 11% among 59,000; AID 590, 2007; in the data active = max dye-equivalent concentration above about 10 nM; inconclusive = mostly about 1.1 nM to 9.6 nM
# HBB splice mod: qHTS Assay for Modulators of Hemoglobin Beta Chain Splicing. HBB splicing reporter cell assay, activation; EGFP reporter with mutant IVS2-654 intron; response scale: normalised to 500 nM splice-correcting PNA. Potency, µM (top dose mostly 46.1 µM), for the others: at the highest dose activation, actives largely listed as activators. hit rate 0.06% among 65,000. AID 925, 2007; also: potency is read from the fitted curve at half-maximal effect; 0% is about no effect
#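 Compounds were applied for 2 days to HeLa EGFP-654 cells, 500/well in Optimem with 2% FCS. The reporter's EGFP is disrupted by mis-splicing of beta-globin intron IVS2-654. Readout: summed well GFP fluorescence from 488 nm laser scanning; reference was 500 nM antisense […] 654 PNA.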
# DNA Pol III inh: qHTS Assay for Inhibitors of DNA Polymerase III Holoenzyme System; hit rate 0.25% among 71,000; reconstituted DNA polymerase III holoenzyme replication, biochemical; Potency, µM (titrated, usually from 57.1 µM), inactives show at the highest dose activity change, negative = inhibition; also: potency is read from the fitted curve at half-maximal effect; % is scaled to controls: 0 for no effect and ±100 for the full control effect
#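 Reconstituted *E. coli* holoenzyme (0.35 nM Pol III, 1 nM beta, 154 nM SSB, 2 nM primase) was preincubated with compound for 15 min at RT. Synthesis on 1.4 nM ssM13Gori ran 35 min, then was stopped with PicoGreen/EDTA and read as dsDNA fluorescence.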
# BRCT PPI green: qHTS Assay for Inhibitors of BRCT-Phosphoprotein Interaction (Green Fluorophore); BRCA1 BRCT-phosphopeptide binding, green fluorescence polarization; AID 875, 2007; hit rate 0.05% among 75,000; Breast cancer type 1 susceptibility protein (Homo sapiens), P38398; Potency, µM (doses to about 76.9 µM), inactives show at the highest dose activity change, negative = inhibition, most hits filed as inhibitors;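 also: potency is read from the fitted curve at half-maximal effect; plate controls were peptide without protein for full effect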
#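 Compounds were incubated for 12 min at room temperature with a complex of 100 nM fluorescein-tagged pBACH1 decapeptide and 250 nM His-tagged BRCT protein. Buffer was phosphate pH 7.3 with EDTA, DTT and Tween 20. Disruption of binding lowers the polarization signal.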
# Active calls of the source: *; i = inactive; ? = inconclusive; nt = no result given; [ ] = dose if it differs, or a comment. Unless noted, calls follow the shape of the dose curve; as a rule, active = well fitted curve in the direction sought with a large enough effect; inconclusive = small, poorly fitted or top-dose-only effect, or another doubt; inactive = no such curve, though single readings can be large; an effect the other way counts as inactive or inconclusive. Compounds as they come; any-hit rate near 12%.
SMILES,CRE Fsk mod,Epigenetic mod,BRCT PPI red,Ub-GFP proteasome,Hsp90 Hop PPI,15-hLO inh,4MU fluor,A350 fluor,HBB splice mod,DNA Pol III inh,BRCT PPI green
COCCn1c(N2CCN(c3ccc(OC)cc3)CC2)nc2c1c(=O)n(C)c(=O)n2C,3.4%,2.1%,-1.0%,-4.3%,-1.6%,13.0%,i,i,-0.5%[57.5 µM],-1.9%,-2.6%
CCOc1ccc(C(=O)Nc2cccc(C)n2)cc1,3.8%,1.2%,-1.7%,9.8%,3.3%,-14.1%,i,i,nt,-2.3%,0.5%
Cc1nc2cc(C(F)(F)F)ccc2n1C1CCN(C(=O)N2CCOCC2)CC1,1.0%,-0.9%,-0.7%,4.5%,1.8%,9.6%,i,i,nt,-8.6%,2.4%
CCOc1ccc(-c2nnc(-c3ccco3)o2)cc1,10.6%,-2.2%,0.3%,4.2%,1.2%,-6.5%,nt,nt,0.2%[9.22 µM],-0.1%,0.4%
O=C(Nc1ccc2c(c1)OCO2)C1CC(c2c(F)cccc2Cl)=NO1 (configuration not stated),?,-1.6%,0.7%,-4.0%,-1.5%,0.1%,i,i,-1.2%,4.0%,-1.8%
O=C(c1ccco1)N1CCN(C(=O)c2cc3c(s2)-c2ccccc2OC3)CC1,-12.9%,2.3%,-1.3%,9.5%,3.8%,-19.3%,nt,nt,-0.6%,-3.6%,2.6%
Nc1nc(-c2ccccc2)nn1C(=O)Cc1ccccc1,?,0.0%,-0.4%,-11.1%,-4.1%,-3.1%,i,i,-1.1%,-11.8%,-3.0%
O=C(c1cnn2cccnc12)N1CCN(Cc2ccc3c(c2)OCO3)CC1,?,10.8%,-0.9%,1.2%,-3.7%,3.8%,?,?,1.3%,1.4%,-0.8%
OCCN1CCOCCN(CCO)CCN(CCO)CC1,-0.3%,-1.3%,-1.1%,-6.9%,-2.4%,15.9%,i,i,0.9%,0.0%,-1.1%
COc1ccc(-n2c(SCC(=O)Nc3cc(C)on3)nc3c(c2=O)SCC3)cc1,?,nt,-4.0%,-10.9%,0.1%,9.8%,nt,nt,0.2%,-1.8%,-3.3%
CC(=O)Oc1c(S(=O)(=O)c2ccc(C)cc2)c(C)nn1C(C)(C)C,-10.6%,2.4%,0.2%,2.8%,-5.7%,12.3%,i,i,-1.3%,-8.6%,0.4%
CC(=O)N1CCc2cc(S(=O)(=O)NC(CC(C)C)C(=O)Nc3ccc4c(c3)OCCO4)ccc21 (configuration not stated),14.4%,0.0%,0.6%,-8.0%,0.0%,-3.5%,i,i,-1.4%,-2.1%,-0.5%
Cc1noc(C)c1S(=O)(=O)NC1CCN(Cc2ccccc2)CC1,-0.6%,-2.3%,-0.1%,-12.7%,-4.7%,1.9%,nt,nt,0.4%,-0.5%,-0.4%
Cc1cc(C(F)(F)F)nn1CC(=O)N1CCCCC1C (configuration not stated),2.1%,2.3%,-1.4%,0.1%,-2.0%,9.0%,i,i,-0.3%[57.5 µM],1.5%,0.5%
CCC(=O)Nc1nc2c(OC)ccc(OC)c2s1,-6.8%,nt,-2.1%,10.6%,-18.2%,-19.4%,nt,nt,-0.7%,-1.3%,0.6%
CCC(=O)NC(C)C(c1cccs1)N1CCN(c2ccccc2)CC1 (configuration not stated),-12.7%,0.0%,0.6%,nt,-0.8%,3.0%,i,i,4.3%[0.369 µM],4.3%,-2.3%
O=C(CCC(=O)N1CCc2ccccc21)Nc1ccccc1,4.2%,4.3%,0.7%,6.9%,-2.7%,-12.5%,i,?,3.1%[57.5 µM],-4.8%,-0.4%
CCn1c(SCC(=O)c2cc(OC)ccc2OC)nc2c1c(=O)n(C)c(=O)n2C,-9.6%,1.5%,1.6%,6.8%,1.6%,-7.3%,?,?,-0.8%,-2.8%,-0.5%
Nc1ccc2cc3ccccc3cc2c1,?,nt,-0.7%,nt,-22.4%,?,nt,nt,?,6.4%,0.4%
Clc1ccc(-c2noc(COc3ccccc3)n2)cc1,1.0%,11.5%,-1.0%,-9.6%,?,-12.3%,nt,nt,-0.6%[9.22 µM],3.2%,-2.9%
CCOC(=O)c1cnc(SCC(=O)NCc2cccs2)nc1N,0.3%,-1.3%,-0.7%,1.1%,5.8%,-5.1%,i,i,nt,-5.3%,0.9%
Cc1cccn2c(=O)c3cc(C(=O)NCc4ccco4)c(=N)n(CCc4ccccc4)c3nc12,?,17.3%,-0.7%,1.7%,-4.7%,-27.2%,3.87e-07M*,5.76e-07M*,-0.7%,-14.4%,5.9%
CC(C)N1C(=O)CCC1C(=O)N1CCN(c2ccccn2)CC1 (configuration not stated),-1.6%,0.0%,0.0%,9.6%,1.1%,3.2%,nt,nt,0.2%,1.3%,-2.3%
C#CCOc1ccc(Cl)cc1/C=N/O,6.2%,2.8%,1.8%,0.8%,2.3%,-5.9%,nt,nt,0.3%[9.22 µM],-5.9%,-1.5%
Cc1cc(C)nc(SCC(=O)NCc2ccco2)n1,?,1.5%,-0.3%,-6.2%[9.17 µM],-7.0%[11 µM],-7.9%[11.4 µM],nt,nt,-2.2%[0.0738 µM],-2.7%[11.4 µM],1.0%
# (next part)
SMILES,CRE Fsk mod,Epigenetic mod,BRCT PPI red,Ub-GFP proteasome,Hsp90 Hop PPI,15-hLO inh,4MU fluor,A350 fluor,HBB splice mod,DNA Pol III inh,BRCT PPI green
COc1ccccc1N(CC(=O)Nc1cc(C)on1)S(=O)(=O)c1cccs1,-11.3%,2.1%,0.1%,-0.9%,-1.3%,9.1%,i,i,0.1%[57.5 µM],-2.0%,0.0%
Cc1cc(N2CCCCC2)nc(SCC(=O)c2ccccc2)n1,14.3%,3.4%,-3.6%,6.3%,94.7%,-6.7%,i,i,nt,-1.6%,3.1%
Cn1cccc1C(=O)N1CCC2(CC1)CCN(c1ccccn1)CC2,-6.1%,0.0%[9.22 µM],-0.5%,-7.6%,-6.9%,7.3%,i,i,-0.6%,3.5%,1.7%
O=C(c1ccco1)N1CCC2(CCCN(c3ncccn3)C2)CC1,-8.2%,-2.2%[9.22 µM],0.6%,-10.0%,1.1%,-1.7%,i,i,3.2%,0.1%,-8.7%
CCc1ccc(NC(=O)c2cc(C(C)C)on2)cc1,?,0.0%,-0.4%,3.6%,25.8%,-17.7%,i,i,-2.2%,-1.9%,-3.7%
Oc1c(Br)cc(Br)cc1CN(Cc1cc(Br)cc(Br)c1O)C1CCCCC1,-16.2%[7.6 µM],0.0%[9.22 µM],0.7%[15.4 µM],1.5%[9.17 µM],-0.4%[11 µM],-8.5%[11.4 µM],i,i,-1.3%[9.22 µM],-10.6%[11.4 µM],-1.9%[15.4 µM]
CCOC(=O)Cn1c2c(c(-c3ccccc3OC)cc1=O)CCCC2,-13.4%,3.7%,-0.7%,nt,?,-6.3%,i,i,2.2%[0.369 µM],-0.5%,0.3%
CCOc1ccccc1NC(=O)Cn1nnc(C(=O)Nc2ccc(C)cc2)c1N,?,0.0%,0.4%,17.4%,-2.6%,-7.3%,i,i,-0.1%,-2.3%,-1.3%
COc1cccc(Cn2c(=O)cnc3cnc(Oc4ccccc4)nc32)c1,-3.8%,2.4%[9.22 µM],1.4%,1.1%,-1.7%,-3.4%,i,i,0.0%,-8.7%,-0.3%
O=C(CSc1n[nH]c(-c2ccncc2)n1)c1ccccc1,-3.6%,0.0%,1.0%,-1.3%,-5.0%,-9.1%,i,i,nt,-0.8%,-1.2%
CNc1nc(C)c(C(=O)OCC(=O)OC)s1,21.9%,2.5%,0.8%,-3.7%,-3.2%,4.9%,nt,nt,1.6%,2.0%,-0.2%
CC(C)(C)NC(=O)c1sccc1C(=O)O,-2.2%,0.0%,1.0%,nt,-0.8%,14.1%,i,i,3.2%[0.369 µM],-5.5%,-0.8%
COc1ccc(-c2cc(C(F)(F)F)n3nc(C(=O)N4CCOCC4)c(Cl)c3n2)cc1,?,0.0%,-1.0%,8.2%[9.17 µM],5.7%[11 µM],2.1%[11.4 µM],nt,nt,-3.5%[0.0738 µM],-8.6%[11.4 µM],0.0%
CC(C)Oc1cc(O)c2c(=O)c(-c3ccc(O)cc3)coc2c1,14.8%,2.3%,1.8%,-4.9%,-8.0%,-21.5%,nt,nt,-1.1%,3.4%,-0.3%

# Assay outcomes (PubChem)
